Assay outcomes deposited in PubChem by several laboratories.
NOD1 inhibition – NOD1 signaling inhibitors, primary screen, cell-based, luminescence, uHTS (AID 1578) | NOD1-driven NF-kB luciferase reporter cells, luminescence; higher % means a stronger effect | one-dose inhibition, % at 4 µM; EC50 in µM for titrated hits | actives 1% (n = 290,000); in the data active means inhibition mostly above about 36%, no sharp cut-off; inactive means mostly below about 34%;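 further: HEK-293T reporter cells stimulated with the NOD1 agonist gamma-tri-DAP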
MT stabilize HCS – microtubule stabilizers in HeLa cells; % tubulin-high responders, % at 10 µM; actives 0.83% (n = 200,000); HeLa tubulin immunostaining HCS, 24 h; share of cells brighter than vehicle mean+2SD;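 active means plate Z-score above 3 for both tubulin-high and condensed-nucleus cell shares, with cell loss under 80%, at 10 µM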;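 further: anti alpha tubulin signal scored within the nucleus-defined area of each cell; some results filed as inactive read as strong as hits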
Dynein cargo inh – blocks dynein driven cargo transport along microtubules; 3617.4 mouse cells, GR-EGFP nuclear translocation imaging; test concentration mostly 20 µM; stimulated with dexamethasone, 1 µM; hits give low values; z-score, hits read low; actives 0.47% (n = 220,000); AID 1381;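 active means plate z-score of nuclear minus cytoplasmic receptor signal below a set negative limit, without overly bright fluorescence or cell loss, cut at about -3.5 in these data, passing the limit was not always enough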;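 further: z-score of nuclear minus cytoplasmic ring GR-EGFP intensity difference per well; some compounds called inactive have numbers as strong as hits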
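medium = tetracycline-free induction medium containing charcoal-stripped FBS | also added = 1.0 µM final dexamethasone stimulus | schedule = 48 h induction, 1 h compound, 30 min dex at 37 °C | technique = fixed, Hoechst-stained cells imaged at 10x for EGFP | measure = GR-EGFP nuclear translocation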
Autophagy HCS – autophagy modulation, high-content screen | MEF GFP-LC3 puncta imaging; test concentration mostly 10 µM | calls only at 10 µM (by protocol) | actives 0.98% (n = 190,000) | AID 463193;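 active means percentage of spot-positive cells more than 3 SD above its plate mean, without a fluorescence outlier flag or 80% toxicity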;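 further: spot-positive cell cutoff set from DMSO-treated cells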
bCat nuc transl – beta-catenin nuclear translocation modulation; HeLa beta-catenin nuclear translocation, immunofluorescence imaging; nuclear translocation activity, % at 5 µM; actives 0.3% (n = 190,000); AID 1665;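 active means nuclear translocation activity above 50% at 5 µM, with a well cell count of 50 or more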;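 further: per-cell ratio of nuclear to cytoplasmic median beta-catenin stain intensity; plate controls were DMSO negative control for no effect and GSK-3 inhibitor IX positive control for full effect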
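Signal – beta-catenin immunofluorescence imaging with DAPI · Test system – human HeLa cell line · Dosing – 5 µM primary single dose, 0.1% DMSO, 0.02–20 µM confirmation series · Measure – % activation, nuclear-to-cytoplasmic median beta-catenin signal ratio per cell · Incubation – 24 h compound exposure at 37°C, 5% CO2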
Yfh1-off respiration – mitochondrial function rescue without frataxin homolog – Friedreich's ataxia, plus single-dose screen, dose response (AID 1465) | fold induction at 50 µM, or EC50 in µM where a hit was titrated | actives 0.074% (n = 220,000) | S. cerevisiae Yfh1-off respiration, WST-1 reduction, 72 h; higher fold induction means a stronger effect;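 active means fold induction of absorbance versus untreated yeast above a set limit, then at least 30% activation at any dose in follow-up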;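 further: activators that raise dye reduction in frataxin-depleted yeast; strong numbers were not always called active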
Insulin prom up – MIN6 insulin promoter up-regulation | MIN6 insulin promoter-GFP reporter, high-content imaging; hits give high values | z-score at 5 µM | actives 0.3% (n = 190,000) | AID 1625;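 active means z-score above 3 at 5 µM with at least 500 cells counted in the well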
M17LAP inhibition – P. falciparum M17LAP inhibitors, primary screen, biochemical, fluorogenic H-Leu-NHMec substrate, 1536-well (AID 1619); actives 0.38% (n = 220,000); inhibition, % at 30 µM; hits with a dose series show IC50 in µM; recombinant M17LAP, H-Leu-NHMec fluorogenic kinetic assay; higher % means a stronger effect;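 active means compound inhibiting the enzyme by more than half at any dose during confirmatory dose-response retesting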;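 further: plate controls were full reaction with DMSO carrier for no effect and no enzyme background for full effect; strong numbers were not always called active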
HEK293 NOD2/NF-kB – inhibition of NOD2-driven NF-kB reporter – cell-based, luminescence, uHTS, HEK293 (AID 1566) | HEK293 NOD2/NF-kB luciferase reporter, luminescence; higher % means a stronger effect | one-dose inhibition, % at 4 µM; EC50 in µM for titrated hits | actives 0.63% (n = 290,000); in the data active means inhibition above about 50%; further: many of its hits are not listed in these tables
Dynein cargo inh cytoplasmic EGFP – recorded beside Dynein cargo inh, whose call it bears; z-score; measured here: cytoplasmic GR-EGFP intensity; hits give high values
Dynein cargo inh nuclear GR-EGFP – recorded beside Dynein cargo inh, whose call it bears; z-score; measured here: nuclear GR-EGFP intensity;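 lower value marks the stronger effect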
Dynein cargo inh cell count – recorded beside Dynein cargo inh, whose call it bears; z-score; measured here: cell count per field
Insulin prom up cell count – second read-out of Insulin prom up, no call of its own (marks repeat the call); cell count; measured here: cytotoxicity, nuclei count;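 total cells summed across four imaged fields per well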
bCat nuc transl cell count 5 µM – recorded beside bCat nuc transl, whose call it bears; cell count; measured here: cell count, cytotoxicity flag
MT stabilize HCS Hoechst-high % – second read-out of MT stabilize HCS, no call of its own (marks repeat the call); % Hoechst-high responders; measured here: nuclear condensation Hoechst responders;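 share of cells brighter than vehicle mean plus two SD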
MT stabilize HCS cytotoxicity % – also measured in MT stabilize HCS; calls as there; toxicity, %; measured here: cytotoxicity by cell density;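 0% = mean cell density of plate MIN control wells and 100% = no cells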
Autophagy HCS cell loss 18 h – further read-out of Autophagy HCS, marked with its call; toxicity, %; measured here: cell loss, nuclei count;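 cell loss after 18 h compound exposure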
* = called active by the depositor; i = inactive; x = no result given.

SMILES | NOD1 inhibition | MT stabilize HCS | MT stabilize HCS Hoechst-high % | MT stabilize HCS cytotoxicity % | Dynein cargo inh | Dynein cargo inh cytoplasmic EGFP | Dynein cargo inh nuclear GR-EGFP | Dynein cargo inh cell count | Autophagy HCS | Autophagy HCS cell loss 18 h | bCat nuc transl | bCat nuc transl cell count 5 µM | Yfh1-off respiration | Insulin prom up | Insulin prom up cell count | M17LAP inhibition | HEK293 NOD2/NF-kB
CC(C)CC(=O)c1c[nH]c(C(=O)NCCCN2CCOCC2)c1 | -17% | 1.6 | 1.1 | 9.8 | x | x | x | x | i | 5 | -2.7 | 1084 | i | 0.77 | 1841 | 2% | 6%
FC(c1nc2ccccc2[nH]1)C(F)(F)F (stereo not given) | 7% | 1.2 | 1.2 | 3.3 | -0.67 | -0.39 | -0.21 | 1.1 | i | -1 | -1.0 | 931 | i | 0.67 | 1382 | 6% | 5%
COC(=O)C1=C(C)N(C)C(=O)NC1c1ccc(O)c(OC)c1 (stereo not given) | -21% | 1.5 | 3.9 | 6.2 | -0.62 | -0.17 | -0.23 | 0.79 | i | -9 | -1.3 | 1017 | i | -0.46 | 1150 | -4% | 14%
Cc1cc(Oc2nnnn2-c2ccccc2)ccc1Cl | 2% | 1.1 | 1.9 | 6.1 | -0.35 | 0.27 | 0.14 | 0.13 | i | 2 | x | x | i | x | x | 8% | 8%
O=C1CCCN1CCCNS(=O)(=O)c1ccc(F)cc1F | -7% | x | x | x | -0.27 | -0.27 | -0.24 | 0.58 | x | x | -0.9 | 1292 | i | -0.01 | 1149 | -8% | 4%
CN(C)CCOc1ccc(Cl)cc1C(C)(C)C | -24% | 6.3 | 1.9 | 3.2 | 1.7 | -0.3 | 1.1 | -1.7 | i | 8 | -1.1 | 1201 | i | 0.98 | 1590 | -7% | 9%
COc1cccc(C2C=C(c3ccc(OC)cc3OC)Nc3nnnn32)c1 (stereo not given) | 43% | 30* | 25* | 46* | -0.27 | 0.7 | -0.078 | -0.29 | i | 58 | x | x | i | x | x | -346% | 29%
COc1cc(NC(=S)NCCCN2CCOCC2)cc(OC)c1 | 16% | 1.7 | 3.9 | 5.1 | 1.7 | -0.16 | 0.91 | -1.8 | i | -6 | -6.3 | 533 | i | 0.03 | 1257 | -10% | 17%
CCOc1ccc(-c2nnn(CC(=O)NCc3ccco3)n2)cc1 | -9% | 1.2 | 1.5 | 6.1 | -0.79 | -0.095 | -0.49 | 0.73 | i | 10 | 2.2 | 898 | i | 0.15 | 1246 | 8% | 19%
Fc1ccc(-c2ccnc(=S)[nH]2)cc1 | -14% | 0.6 | 1.2 | 9.1 | -0.1 | -0.18 | -0.53 | 0.32 | i | 3 | -3.0 | 1008 | i | 0.91 | 1879 | 27% | 4%
c1ccc2sc(NCC3CCCO3)nc2c1 (stereo not given) | -47% | 1.6 | 4.3 | 9.8 | 0.032 | -0.35 | 0.46 | 1.1 | i | -1 | -1.0 | 1158 | i | -0.16 | 1396 | -3% | -29%
O=C(OCc1ccccc1)C1=NNC2C(=O)N(c3ccc(Br)cc3)C(=O)C12 (stereo not given) | -13% | x | x | x | -1 | -0.016 | -0.13 | 0.46 | x | x | -1.8 | 1349 | i | -0.06 | 1115 | -8% | 10%
COc1ccccc1Oc1ccc(Oc2ccccc2OC)cc1 | -15% | 4.4 | 2.9 | 7.3 | 0.39 | -0.11 | 0.48 | -0.47 | i | 7 | 0.4 | 1026 | i | 1 | 1033 | -6% | 9%
COc1ccc(CNC(=O)c2coc(=O)c3ccccc23)c(OC)c1 | -19% | 4.8 | 2.3 | 8.8 | -1.2 | -0.15 | -0.19 | 0.67 | i | -6 | -3.7 | 1069 | i | -1.3 | 1117 | 0% | 4%
O=C(Nc1ccccc1)C1=C[C@@H](c2coc3ccccc3c2=O)C[C@@H](OCc2ccc(CO)cc2)O1 | 23% | 4.9 | 2.3 | 5.9 | -0.96 | -0.31 | -0.25 | 0.34 | i | -13 | -3.5 | 1192 | x | x | x | -3% | 14%
CCCNc1ncccc1C(N)=O | -4% | 2.8 | 2.3 | 14 | 2.7 | -0.22 | 1.4 | -0.47 | i | -14 | -6.4 | 1006 | x | -0.5 | 1589 | -32% | 8%
CCCNC(=O)Nc1nc(CC(=O)OCC)cs1 | -35% | x | x | x | -0.95 | -0.23 | -0.18 | 1 | i | 3 | 0.3 | 1505 | i | x | x | 4% | 6%
COc1ccc(CNc2nc(-c3cccnc3)nn2C(=O)CC(C)C)cc1 | -18% | 2.4 | 1.6 | 0.0 | 0.052 | -0.27 | 0.11 | 0.058 | i | 1 | 1.2 | 1007 | i | 0.21 | 1077 | 1% | 8%
CCOC(=O)Oc1ccc2oc(=O)cc(C)c2c1 | 9% | 3.4 | 3.5 | 8.2 | -0.24 | 0.0046 | 0.14 | 0.19 | i | 13 | -3.2 | 864 | i | 1.2 | 1120 | -5% | 10%
O=C(O)CC/C(=C\c1ccc(Cl)c([N+](=O)[O-])c1)c1nc2ccccc2s1 | 8% | 1.5 | 2.4 | 4.7 | 0.29 | 0.24 | -0.035 | -0.12 | i | 8 | -0.1 | 473 | i | 0.01 | 1249 | 25% | 33%
CCN1CCN(CC(=O)c2cc(OC)c(OC)c(OC)c2)CC1 | -21% | 2.1 | 2.4 | 1.9 | 0.48 | -0.18 | 0.54 | 0.31 | i | 5 | 0.5 | 1090 | i | -0.43 | 1164 | -7% | 11%
CCOc1nc(NCCO)nc(NCCC2=CCCCC2)n1 | -27% | 3.6 | 1.2 | 9.9 | 1.3 | -0.28 | 0.62 | -0.32 | i | 7 | -3.3 | 1209 | i | -0.62 | 1007 | -2% | 9%
O=C(c1cccc(C(F)(F)F)c1)C1CCCN(Cc2cccn2-c2ccccn2)C1 (stereo not given) | -40% | 3.3 | 2.5 | 2.2 | -0.33 | 0.04 | -0.21 | -0.71 | i | 0 | -0.1 | 1508 | i | x | x | -11% | 5%
COc1cccc(-c2nnc(NC(=O)c3ccc(Cl)s3)o2)c1 | 39% | 8.2 | 2.8 | 1.0 | 1.1 | -0.066 | 1.8 | -1.5 | i | -11 | -0.1 | 535 | x | 0.28 | 1031 | 2% | 14%
O=C(Nc1ccc(Cl)cn1)C1COc2ccccc2O1 (stereo not given) | -5% | 3.4 | 1.7 | 5.7 | 0.44 | 0.038 | 0.5 | -1.8 | i | 8 | -1.6 | 1494 | i | x | x | 7% | -104%
CSc1cccc(NC(N)=O)c1 | -2% | x | x | x | -1 | -0.25 | -0.58 | 0.7 | x | x | -2.7 | 1333 | i | 0.76 | 1426 | 4% | -1%
CCNc1nc(NCC)nc(SCCOC(=O)Nc2ccccc2)n1 | -15% | 2.8 | 2.0 | 8.1 | 1.4 | -0.068 | 0.72 | 0.98 | i | 11 | 4.8 | 940 | i | -1.5 | 910 | 3% | 9%
O=C(c1cc(-c2ccccc2Cl)on1)N1CCN(C(=O)c2ccco2)CC1 | -7% | 2.9 | 1.8 | 2.2 | -0.42 | -0.2 | 0.059 | -0.063 | i | -3 | 0.2 | 1349 | i | 0.17 | 1547 | 6% | -5%
CCC(C)NC(=O)c1ccccc1NC(=O)c1ccc(CSc2ccc(C)cc2)cc1 (stereo not given) | -15% | 2.4 | 2.5 | 5.5 | -0.22 | -0.2 | -0.28 | -0.098 | i | -34 | -0.5 | 1074 | i | -0.22 | 1896 | -10% | -2%
CCC(C)NC(=O)CSc1nnc(-c2c[nH]c3ccccc23)o1 (stereo not given) | -15% | 4.5 | 2.9 | 4.6 | -0.3 | -0.27 | 0.23 | -0.079 | i | 6 | -0.3 | 1124 | i | -1.2 | 1299 | 1% | 16%
COCCNC(=O)C(C)N(c1ccc(OC)cc1)S(C)(=O)=O (stereo not given) | -16% | 1.3 | 1.3 | 9.6 | -1.6 | -0.26 | -0.67 | 1.4 | i | 2 | -4.4 | 1136 | i | 0.04 | 835 | -7% | -8%
Clc1ccc(-c2cc(C3CCNCC3)[nH]n2)cc1 | -43% | 3.7 | 2.6 | 4.6 | 1.1 | -0.16 | 0.79 | -0.92 | i | 7 | 1.5 | 975 | i | -0.14 | 1068 | 0% | -2%
COc1ccc(Cl)cc1NC(=O)COC(C)=O | -20% | 5.3 | 1.7 | 5.3 | 0.48 | -0.36 | 0.47 | -0.24 | i | -1 | -1.4 | 1054 | i | -0.25 | 1249 | -2% | 0%

Filtered by structure, the entries above containing a furan ring, fused or not (2)
SMILES | NOD1 inhibition | MT stabilize HCS | MT stabilize HCS Hoechst-high % | MT stabilize HCS cytotoxicity % | Dynein cargo inh | Dynein cargo inh cytoplasmic EGFP | Dynein cargo inh nuclear GR-EGFP | Dynein cargo inh cell count | Autophagy HCS | Autophagy HCS cell loss 18 h | bCat nuc transl | bCat nuc transl cell count 5 µM | Yfh1-off respiration | Insulin prom up | Insulin prom up cell count | M17LAP inhibition | HEK293 NOD2/NF-kB
CCOc1ccc(-c2nnn(CC(=O)NCc3ccco3)n2)cc1 | -9% | 1.2 | 1.5 | 6.1 | -0.79 | -0.095 | -0.49 | 0.73 | i | 10 | 2.2 | 898 | i | 0.15 | 1246 | 8% | 19%
O=C(c1cc(-c2ccccc2Cl)on1)N1CCN(C(=O)c2ccco2)CC1 | -7% | 2.9 | 1.8 | 2.2 | -0.42 | -0.2 | 0.059 | -0.063 | i | -3 | 0.2 | 1349 | i | 0.17 | 1547 | 6% | -5%

An excerpt; the hit share may differ from the screen's.
